LDHA block – blocks human lactate dehydrogenase A. AID 1347041. purified LDHA, NADH/diaphorase-resazurin fluorescence; hits give low values. P00338. activity change, % (values are at about 110 or 230 µM). 480,000 tested, 0.15% active; in the data active = activity change below about -30%; inconclusive = mostly about -25% to -30%;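 also: plate controls were DMSO wells for no effect and wells without enzyme for full effect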
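Resorufin fluorescence (ex540/em590), read at 0 and 20 min after diaphorase/resazurin addition, reports the NADH left after a 5 min room-temperature reaction of 2 nM human LDH5 with 0.06 mM NADH and 0.2 mM pyruvate.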
POLH inh – blocks human DNA polymerase eta activity; Q9Y253; recombinant Pol eta, fluorescent DNA replication assay; Potency, µM (top dose mostly 114 µM), without a hit: at the top dose activity change, negative = inhibition, actives largely listed as inhibitors; 390,000 tested, 1.2% active; also: potency is read from the fitted curve at half-maximal effect
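Fluorescent replication assay: 50 nM final substrate added after a 15 min room-temperature compound preincubation with 10 nM enzyme. Signal taken at 0 min and again at 10 min.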
12-LOX inh – blocks human arachidonate 12S-lipoxygenase; purified 12hLO, xylenol orange hydroperoxide absorbance; Potency, µM (titrated, usually from 108 µM), for the others: top-dose activity change, negative = inhibition, actives largely listed as inhibitors; 580,000 tested, 1.1% active; P18054; also: potency is read from the fitted curve at half-maximal effect
Target sequence (P18054 whole entry, looked up): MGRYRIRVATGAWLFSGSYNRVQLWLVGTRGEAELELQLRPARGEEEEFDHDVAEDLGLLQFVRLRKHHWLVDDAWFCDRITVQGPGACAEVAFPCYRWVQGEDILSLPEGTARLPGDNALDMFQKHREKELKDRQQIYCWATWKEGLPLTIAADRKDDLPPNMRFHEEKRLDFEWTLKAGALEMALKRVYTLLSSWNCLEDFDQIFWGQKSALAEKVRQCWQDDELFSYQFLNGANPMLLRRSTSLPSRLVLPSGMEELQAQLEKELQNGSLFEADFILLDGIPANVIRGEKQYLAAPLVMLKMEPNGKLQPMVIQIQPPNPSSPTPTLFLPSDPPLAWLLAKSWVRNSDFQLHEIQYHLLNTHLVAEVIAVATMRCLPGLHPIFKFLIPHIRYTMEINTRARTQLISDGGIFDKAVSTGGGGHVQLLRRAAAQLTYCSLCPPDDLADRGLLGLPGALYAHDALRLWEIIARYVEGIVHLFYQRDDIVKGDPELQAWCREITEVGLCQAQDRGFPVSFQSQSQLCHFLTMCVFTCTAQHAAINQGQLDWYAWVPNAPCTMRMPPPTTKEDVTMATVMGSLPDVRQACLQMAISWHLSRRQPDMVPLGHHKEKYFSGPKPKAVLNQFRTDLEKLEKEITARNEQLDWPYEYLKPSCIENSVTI
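Purified human 12hLO at 150 nM in 25 mM Hepes, 0.01% Triton X-100, pH 7.0, preincubated 15 min at room temperature with compound. Reaction started with 40 uM arachidonic acid, 30 min at room temperature. Hydroperoxide measured by Fe-xylenol orange, 573/405 nm absorbance ratio.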
Starred values were filed as active, the others as inactive; u = inconclusive; [ ] = dose if it differs, or a comment. Unless noted, calls follow the shape of the dose curve; as a rule, active = well fitted inhibition curve with a large enough effect; inconclusive = small, poorly fitted or top-dose-only effect, or another doubt; inactive = no such curve, though single readings can be large or run the other way. Unless noted, % is scaled to controls: 0 for no effect and ±100 for the full control effect. Some of the compounds tested; the hit share may differ from the screen's.

compound | LDHA block | POLH inh | 12-LOX inh
C[C@@H]1CN([C@@H](C)CO)C(=O)c2cc(Br)cnc2O[C@@H]1CN(C)Cc1ccc(Oc2ccccc2)cc1 | -2.5 | -27.9% | -11.3%
CC(=O)N1C[C@H]2CON(C)[C@H]2C[C@H]1c1cccc(N2CCOCC2)c1 | -4.3 | -9.1% | -33.2%
CSC1=NN(c2ccccc2)CN(c2ccccc2)N1C | 0.9 | -9.9% | -16.1%
COc1ccc(S(=O)(=O)N2CCCC2CNC(=O)C(=O)NC2CCCC2)cc1 (stereo unspecified) | -1.1 | -9.7% | 4.2%
CC(C)(C)c1ccc(C(=O)O/N=C(\N)Cc2cccs2)cc1 | 2.5 | -17.2% | 7.3%
CC1CN(C(=O)CSc2nc(N)c(NC(=O)c3ccc(C(F)(F)F)cc3)c(=O)[nH]2)CC(C)O1 (stereo unspecified) | -4.0 | -5.1% | u
COc1cccc(S(=O)(=O)N(C)C[C@@H]2OCc3cnnn3CCCC(=O)N([C@H](C)CO)C[C@H]2C)c1 | 1.7 | 6.2% | -1.4%
C[C@@H]1CN([C@H](C)CO)C(=O)CCCn2nncc2CO[C@H]1CN(C)S(=O)(=O)c1cccc(C#N)c1 | -8.5 | -2.6% | 2.3%
CCN(CC)C(=O)C1=C(C)N(Cc2ccccc2)C(=O)C(CC(=O)NC(c2ccccc2)c2ccccc2)C1 (stereo unspecified) | -5.3 | -13.8% | 2.9%
CC1=C(C(=O)N(C)C)CC(CC(=O)NCCN2CCOCC2)C(=O)N1CCC1=CCCCC1 (stereo unspecified) | -3.5 | -0.2% | 6.5%
Cn1c(=O)c2cccnc2c(=O)n1C | -1.4 | -6.1% | 3.0%
OC(c1ccccc1)C(NCc1ccccc1)c1ccccc1 (stereo unspecified) | -5.2 | -2.8% | -13.8%
Cc1ccc(S(=O)(=O)N2CCCCC2)cc1NC(=O)CN1CCCC1c1cccs1 (stereo unspecified) | -2.1 | -5.5% | 8.1%
Clc1ccc(C(c2cccs2)N2CCNCC2)cc1 (stereo unspecified) | -4.3 | -3.4% | -13.2%
CCc1sc(C(=O)N(CCOC)c2c(N)n(Cc3ccccc3)c(=O)[nH]c2=O)cc1C | -10.7 | -3.3% | u
C[C@H]1CCCCO[C@H](CN(C)Cc2ccccc2)[C@@H](C)CN([C@@H](C)CO)C(=O)c2cc(NC(=O)CCC(F)(F)F)ccc2O1 | -4.8 | 1.0% | -11.8%
CC1(c2ccc3c(c2)OCCCO3)NC(=O)N(CC(=O)NCCc2ccc(F)cc2)C1=O (stereo unspecified) | -9.1 | -18.1% | -1.3%
O=C(CSc1ccc(F)cc1)NC(=O)c1ccccc1 | -1.5 | -4.2% | 3.6%
C[C@H](CO)N1C[C@H](C)[C@@H](CN(C)C(=O)Nc2ccc3c(c2)OCCO3)OCc2cnnn2CCCC1=O | 6.6 | -18.1% | 5.5%
COc1ccc(Cc2noc(=O)[nH]2)cc1 | -12.8 | -0.9% | u
CC(=O)N(C(C)=O)c1ccc2c(c1)OCCO2 | -3.1 | -4.5% | 60.0%[activator]
COc1ccc(-c2cc3nc(-c4ccccc4)cc(N4CCN(C(=O)c5ccoc5)CC4)n3n2)cc1 | -6.0 | -17.1% | -18.9%
C[C@H](O)CNC(=O)c1[nH]cnc1C(=O)Nc1ccc(CNC(=O)OC(C)(C)C)cc1 | -0.2 | -0.6% | 41.2%[activator]
CC(=O)Oc1cccc(C2=CC(=O)CC(C)(C)C2=O)c1 | -5.4 | -0.4% | -13.7%
COc1ccccc1CCc1nnc(CCC(=O)NCCC2CCCCO2)o1 (stereo unspecified) | -6.5 | -12.3% | -12.5%
CCOc1ccccc1NC(=O)C1C(c2ccccc2)C1(Cl)Cl (stereo unspecified) | -1.0 | -12.6% | -6.9%
CCCCCC(=O)N1C[C@@H](O)[C@H](n2cc(C3CC3)nn2)C[C@@H]1c1ccc(Cl)cc1 | -0.6 | -9.7% | u
O=S(=O)(Nc1ccc2c3c(cccc13)CC2)c1ccccc1 | -10.6 | -16.7% | -28.4%
CC1CCCC(C)N1CCCNC(=O)C1CCCN(S(=O)(=O)N2CCCCC2)C1 (stereo unspecified) | 0.4 | 1.2% | 4.2%
COc1ccc(C#Cc2cnc3c(c2)C(=O)N([C@@H](C)CO)C[C@@H](C)[C@@H](CN(C)CC2CCOCC2)O3)cc1 | 0.0 | 0.8% | u
O=C(OCc1ccccc1)C1CCN(S(=O)(=O)c2cccs2)CC1 | -1.4 | -16.4% | 6.6%
COc1ccc([C@H]2C[C@@H](n3cc(-c4ccc(F)cc4)nn3)[C@H](O)CN2C(=O)C2CCCCC2)cc1 | 5.9 | -11.4% | 2.8%
COc1cc(CNC(=O)C2CC(O)CN2C(=O)Nc2ccccc2)cc(OC)c1OC (stereo unspecified) | 0.9 | 2.6% | 13.0%
O=C(COc1ccc(Br)cc1)N(Cc1nnc(-c2ccccc2Cl)o1)C1CC1 | -8.4 | -2.8% | -6.7%
C[C@@H]1CN([C@@H](C)CO)C(=O)CCCn2cc(nn2)CO[C@H]1CN(C)S(=O)(=O)c1ccc(-c2ccccc2)cc1 | -3.1 | -20.9% | -2.2%
O=C1NC(Cc2ccc(O)cc2)c2nc3cc(F)ccc3c(=O)n2-c2ncccc21 (stereo unspecified) | -3.3 | -22.0% | -1.2%
C[C@H](CO)N1C[C@H](C)[C@H](CN(C)C(=O)c2ccccn2)Oc2ncc(Br)cc2C1=O | -1.5 | -24.5% | 22.9%
CCCCCCNC(=O)OC12CN(C(=O)OC(C)C)N(C(=O)OC(C)C)CC1(O)CN(S(=O)(=O)c1ccc(C)cc1)C2 (stereo unspecified) | 0.0 | -28.2% | -23.6%
CCCCN1C(=O)C(CC(=O)NC2CCCCC2)CC(C(=O)N(CC)CC)=C1C (stereo unspecified) | -4.4 | 3.2% | 8.6%
COc1ccc(Cl)cc1NC(=O)CN(C)C(=O)c1cn(-c2ccccc2)nc1-c1cccs1 | 2.2 | -13.3% | -1.5%
CSc1cccc(CNC(=O)C2CCC(=O)N(CCc3ccccc3)C2)c1 (stereo unspecified) | -7.6 | -4.3% | -2.2%
CCCCN1C(=O)C(CC(=O)NCCN2CCOCC2)CC(C(=O)N(C)C)=C1C (stereo unspecified) | -8.0 | 0.8% | -6.9%
O=C1CN(C(=O)COC(=O)c2cc(Cl)ccc2[N+](=O)[O-])c2ccccc2N1 | -11.6 | -5.8% | 9.2%
CC(=O)n1cc(C2CC(=O)OC3=C2CC(=O)C(C)(C)C3)c2ccccc21 (stereo unspecified) | -1.3 | -16.8% | u
C[C@@H]1CN([C@H](C)CO)C(=O)CCCn2nncc2CO[C@H]1CN(C)Cc1cccc2c1OCCCO2 | 0.8 | -9.0% | 3.3%
Cc1ccc(S(=O)(=O)N2C[C@H]3C(=O)C[C@@H](c4cccc(Cl)c4)N(S(=O)(=O)c4ccc(C)cc4)[C@H]3C[C@H]2c2cccc(Cl)c2)cc1 | -15.7 | 2.1% | 6.8%
O=c1c(N=Nc2ccccc2)c[nH]n1-c1ccccc1 | 0.3 | -3.9% | 1.5%
Cc1noc(C)c1NC(=O)N(C)C[C@H]1OCc2cn(nn2)CCCC(=O)N([C@@H](C)CO)C[C@@H]1C | -8.1 | -1.0% | -8.1%
COc1ccccc1S(=O)(=O)N(C)C[C@@H]1OCc2cn(nn2)CCCC(=O)N([C@@H](C)CO)C[C@H]1C | -8.2 | -11.7% | 3.4%
O=C(O)c1c(Cl)c(Cl)c(Cl)c(Cl)c1C(=O)OCC1CCCO1 (stereo unspecified) | -4.0 | -16.3% | -24.3%
CC(=O)NC1CC2CCCC(C1)N2C(=O)Nc1ccc(Cl)cc1 (stereo unspecified) | -2.7 | -19.2% | -0.5%
CN(Cc1ccc2nsnc2c1)C(=O)C1CCC(=O)N(CCc2ccccc2)C1 (stereo unspecified) | -2.2 | 3.0% | 15.0%
O=C(CC1C(=O)NCCN1Cc1ccccc1)NC1CCCCC1 (stereo unspecified) | 2.5 | 3.1% | u
O=C(CSc1ncccn1)NC1CCCC1 | 1.3 | -4.1% | 6.8%
c1ccc(C2=NCCCO2)cc1 | -4.2 | -7.8% | 1.3%
O=c1ccc2c(ccc3ncccc32)o1 | -2.4 | -17.4% | u
O=C(CSc1ccccc1F)NCC(c1ccco1)N1CCCCC1 (stereo unspecified) | -3.1 | -18.7% | -18.4%
C[C@@H]1CN([C@@H](C)CO)S(=O)(=O)c2ccc(-c3ccc(C(=O)N(C)C)cc3)cc2O[C@@H]1CN(C)Cc1ccccc1C(=O)O | 4.0 | -6.5% | -11.6%
CC(=O)c1sc(NC(=O)CCc2ccccc2)nc1C | -16.2 | 4.5% | -7.1%
CCc1cc(-c2nnn(CCC3COCCO3)c2CC)cc(CC)c1-c1cn(CCc2c[nH]c3ccccc23)nn1 (stereo unspecified) | -4.6 | -17.3% | 5.8%

Arranged by value in LDHA block (highest first): some entries from above.
structure	LDHA block	POLH inh	12-LOX inh
C[C@@H]1CN([C@@H](C)CO)C(=O)c2cc(Br)cnc2O[C@@H]1CN(C)Cc1ccc(Oc2ccccc2)cc1	-2.5	-27.9%	-11.3%
O=S(=O)(Nc1ccc2c3c(cccc13)CC2)c1ccccc1	-10.6	-16.7%	-28.4%
CC(=O)c1sc(NC(=O)CCc2ccccc2)nc1C	-16.2	4.5%	-7.1%

(cont.)
compound | LDHA block | POLH inh | 12-LOX inh
Cc1ccc2nc3n(c(=O)c2c1)-c1cc2ccccc2cc1C(=O)NC3Cc1ccccc1 (stereo unspecified) | -0.4 | -26.3% | 8.1%
COCCNC(=S)N1CCC2CC1c1c(Cl)cccc12 (stereo unspecified) | -3.5 | -6.7% | 10.2%
Cc1ccc(C(=O)NCC(=O)OCC(=O)N(CC(C)C)c2c(N)n(Cc3ccccc3)c(=O)[nH]c2=O)s1 | -5.6 | -5.3% | u
CC(NS(=O)(=O)c1ccc2[nH]c(=O)[nH]c2c1)c1ccc(F)cc1 (stereo unspecified) | 1.8 | -4.9% | 1.4%
Cc1ccccc1OCCC(=O)Nc1ccc(S(=O)(=O)N2CCCC2)cc1 | -0.2 | -16.4% | -3.1%
CC1=C(C(=O)N2CCOCC2)CC(CC(=O)NCc2cccc3ccccc23)C(=O)N1CCCN1CCCC1=O (stereo unspecified) | -2.4 | -2.7% | u
C[C@@H]1CN([C@@H](C)CO)S(=O)(=O)c2ccc(-c3ccc(C#N)cc3)cc2O[C@@H]1CN(C)Cc1ccccn1 | -1.2 | -21.1% | 1.2%
CCN(CC)C(=O)C1=C(C)N(Cc2ccccc2)C(=O)C(CC(=O)NCc2cccc3ccccc23)C1 (stereo unspecified) | -0.4 | -5.4% | 21.2%
CCOC(=O)N1CCN(C(=O)c2ccc3oc(CCc4ccccc4)nc3c2)CC1 | 1.1 | 2.3% | 26.6%
CCOC(=O)C1=C(C)NC(C)=C(C(=O)OCC)C1c1ccc(OC)c(OC)c1 | -5.9 | -6.6% | -12.2%
COC(=O)[C@@H](NS(=O)(=O)c1cc(Br)ccc1Br)C(C)C | 0.9 | -5.2% | -16.3%
Cc1nn(CC(C)C)c(Cl)c1C(=O)N(C)CC(=O)Nc1ccc(Cl)cc1 | 0.1 | -5.6% | -5.0%
Cc1[nH]c2ccccc2c(=O)c1CNCc1ccccc1 | -4.0 | 2.3% | 6.2%
C[C@@H]1CN([C@H](C)CO)C(=O)CCCn2nncc2CO[C@@H]1CN(C)C(=O)Nc1cccc2ccccc12 | 8.1 | -4.7% | -4.8%
O=C1CN(C(=O)CN2CCN(S(=O)(=O)c3ccccc3)CC2)c2ccccc2N1 | -1.3 | -19.3% | -5.7%
CC1(CCc2ccccc2)NC(=O)N(CC(=O)N2CCc3ccccc32)C1=O (stereo unspecified) | -3.6 | -8.3% | -3.2%
COC(=O)C(=Cc1ccncc1)c1cccc2ccccc12 | 0.5 | -1.7% | -10.5%
CC(C)N(Cc1nnc(-c2ccccc2Cl)o1)C(=O)COc1cccc(Cl)c1 | -1.6 | -11.8% | 20.6%
CSc1ncnc2c1ncn2CCCN(C)CCc1ccccn1 | -1.8 | -3.9% | u
CN(N=Cc1ccc([N+](=O)[O-])cc1)c1ccccn1 | -19.8 | 5.3% | u
CC1NC(=O)c2cc3ccccc3cc2-n2c1nc1cc(F)ccc1c2=O (stereo unspecified) | 0.9 | -0.6% | u
COC(=O)N(C)C[C@H]1OCc2cnnn2CCCC(=O)N([C@@H](C)CO)C[C@H]1C | -9.5 | -17.8% | 0.7%
C[C@H]1CN([C@@H](C)CO)S(=O)(=O)c2ccc(/C=C/c3ccccc3)cc2O[C@H]1CN(C)C(=O)NC1CCCCC1 | 1.1 | -19.9% | 0.0%
CCc1cccc(NC(=O)CSc2nc(C)cs2)c1 | 1.7 | -4.5% | 27.5%
CCOC(=O)CNC(=O)N1C[C@H]2CON(C)[C@H]2C[C@H]1c1ccccc1Br | 0.1 | -2.2% | 4.8%
C[C@H](CO)N1C[C@H](C)[C@@H](CN(C)S(=O)(=O)c2cn(C)cn2)OCc2cn(nn2)CCCC1=O | -8.3 | 4.7% | -20.7%
